# From PubChem
# TrxR1 inh – blocks rat thioredoxin reductase 1; O89049; recombinant rTrxR1, NADPH fluorescence consumption, selenite substrate; Potency, µM (titrated, usually from 114 µM), for the others: top-dose activity change, negative = inhibition, hits mostly inhibitors; 1% of 390,000 active; note: potency is the fitted concentration of half-maximal effect; % is set by controls: 0 for no effect and ±100 for the full control effect; nearly all actives have a fitted effect of over 65% in size
#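 Rat TrxR1 (90 nM in the dispensed reagent) was pre-reduced with 400 uM NADPH for 5 min at room temperature, then incubated with compound for 15 min. After 400 uM selenite was added, NADPH fluorescence (Ex 340/Em 450 nm) was followed for 8 min.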
# TRHR ag – activates the human TRH receptor; P34981; TRHR cells, calcium flux fluo-8, FDSS agonist mode; activation, % at 2 µM; 0.18% of 360,000 active; in the data active = activation above about 30%; note: 0% is about no effect
# Target sequence (P34981 whole entry, looked up): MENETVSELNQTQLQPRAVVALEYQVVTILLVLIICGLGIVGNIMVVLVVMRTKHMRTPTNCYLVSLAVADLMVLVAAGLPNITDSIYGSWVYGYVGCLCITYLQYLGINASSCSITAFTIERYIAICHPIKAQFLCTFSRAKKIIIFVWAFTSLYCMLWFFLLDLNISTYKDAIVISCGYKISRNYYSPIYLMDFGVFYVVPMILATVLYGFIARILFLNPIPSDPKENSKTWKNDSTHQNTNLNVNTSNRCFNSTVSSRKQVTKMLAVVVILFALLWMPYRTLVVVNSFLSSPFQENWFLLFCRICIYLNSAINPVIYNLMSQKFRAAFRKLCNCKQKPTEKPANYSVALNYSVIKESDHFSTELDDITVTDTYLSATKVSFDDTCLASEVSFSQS
#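 Read-out: compound-evoked intracellular calcium rise in TRHR cells, fluo-8 dye, kinetic FDSS fluorescence at 1 s/cycle following a 10-cycle baseline. Cells cultured overnight before dye loading (30 min–1.5 h, RT).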
# TrxR1 substrate – rat thioredoxin reductase 1 substrate activity; O89049; purified TrxR1 substrate turnover, NADPH consumption readout; Potency, µM (titrated, usually from 114 µM), for the others: top-dose activity change, negative = substrate turnover; 0.01% of 390,000 active; note: potency is the fitted concentration of half-maximal effect; % is set by controls: 0 for no effect and ±100 for the full control effect; nearly all actives have a fitted effect of over 50% in size
#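 Rat TrxR1, dispensed at 90 nM, was prereduced with 400 uM NADPH (final) for 5 min at ~22 deg C, then incubated with compound 15 min before 400 uM selenite. A first-read NADPH fluorescence drop versus no-compound background flagged substrates.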
# IDH1 R132H inh – blocks human mutant IDH1 R132H enzyme; IDH1-R132H enzyme, NADPH consumption, diaphorase/resazurin fluorescence; Potency, µM (doses to about 76.6 µM), for inactives: at the top dose activity change, negative = inhibition, usual class: inhibitors; AID 602179; 0.093% of 390,000 active; note: potency is the fitted concentration of half-maximal effect; % is set by controls: 0 for no effect and ±100 for the full control effect; nearly all actives have a fitted effect of over 65% in size
#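 IDH1-R132H (0.5 ug/mL dispensed) in pH 7.5 Tris buffer was preincubated 30 min with compound, then given a substrate mix of 0.016 mM NADPH and 2 mM alpha-KG for 80 min at room temperature; remaining NADPH was read by diaphorase/resazurin fluorescence.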
# TRHR PAM – allosterically enhances the human TRH receptor; TRHR cells, fluo-8 calcium fluorescence, EC20 TRH enhancement; enhancement, % at 2 µM; 0.66% of 360,000 active; AID 493056; in the data active = enhancement above about 30%; note: 0% is about no effect
#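 TRHR-expressing cells loaded with fluo-8 calcium dye were read kinetically (ex 480/em 530) during compound addition, then stimulated with an EC20 of TRH (10 nM final). Enhancement of the Gq-mediated intracellular calcium response was scored.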
# D2 agonist – agonists of human D2 dopamine receptor | HEK293 T-REx D2 cells, calcium flux agonist mode | activation, % at 2 µM | 0.53% of 340,000 active | P14416;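 active = activation over 3 SD above normal in the single-dose calcium agonist read, cut at about 30% in these data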; note: 0% is about no effect
# Target sequence (P14416 whole entry, looked up): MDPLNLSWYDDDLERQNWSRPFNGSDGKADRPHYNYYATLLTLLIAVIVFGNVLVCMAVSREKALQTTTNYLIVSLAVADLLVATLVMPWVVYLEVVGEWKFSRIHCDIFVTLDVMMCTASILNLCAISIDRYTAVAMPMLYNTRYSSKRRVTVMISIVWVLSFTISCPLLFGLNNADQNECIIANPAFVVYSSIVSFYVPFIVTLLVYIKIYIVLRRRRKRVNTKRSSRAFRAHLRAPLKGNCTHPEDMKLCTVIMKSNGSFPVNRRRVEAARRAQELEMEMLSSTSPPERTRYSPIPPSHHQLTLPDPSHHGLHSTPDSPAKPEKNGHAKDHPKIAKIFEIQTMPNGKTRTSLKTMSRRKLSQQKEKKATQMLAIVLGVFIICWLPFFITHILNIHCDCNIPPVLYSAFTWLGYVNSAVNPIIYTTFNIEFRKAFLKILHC
#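 Agonism is scored from calcium flux in a force-coupled, inducible HEK293 cell line expressing D2, read kinetically for 180 s after compound addition against dopamine controls.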
# PI4K2A inh – blocks human PI4K2A kinase activity; Q9BTU6; purified PI4K2A, ADP-Glo luminescence, 1 h; stronger effect = lower value; activity change, negative = inhibition, % at 76.9 µM; 0.13% of 420,000 active; in the data active = activity change below about -50%; inconclusive = mostly about -30% to -49%;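 note: -100% = wells without enzyme as full effect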
#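 In this quantitative HTS, ADP production by PI4K2A was quantified luminescently after 1 h at ambient temperature; 100 microM adenosine served as plate-quality control.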
# D2 antag – antagonists of human D2 dopamine receptor; P14416; 2% of 340,000 active; HEK293 TREx D2 cells, calcium flux, dopamine EC80; AID 485344; inhibition, % at 10 µM; in the data active = inhibition above about 30%; note: 0% is about no effect
#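 Tetracycline-induced HEK293 TREx cells expressing D2 receptor forced-coupled to calcium signalling, loaded with no-wash calcium dye. Compounds added and calcium flux read 180 s, then dopamine added at EC80 and read a further 180 s.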
# USP1-UAF1 inh – inhibitors of human USP1/UAF1 deubiquitinase; O94782; Potency, µM (highest dose often 57.1 µM), without a hit: top-dose activity change, negative = inhibition, most hits filed as inhibitors; recombinant USP1/UAF1, Ub-Rhodamine cleavage fluorescence; AID 743255; 0.23% of 390,000 active; note: potency is the fitted concentration of half-maximal effect; % is set by controls: 0 for no effect and ±100 for the full control effect; nearly all actives have a fitted effect of over 60% in size; inactives centre near -12
#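 In this screen, compounds sit with the deubiquitinase complex (1nM) for 15 min at room temperature before Ub-Rho is added at 150nM final. Fluorescence rise is then followed for 6 reads every 60 seconds.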
# An asterisk follows results filed as active; ? = inconclusive; · = not tested or not shown; & = joins results of further samples; [ ] = dose if it differs, or a comment. Unless noted, calls come from the whole dose curve; as a rule, active = well fitted inhibition curve with a large enough effect; inconclusive = small, poorly fitted or top-dose-only effect; inactive = no such curve, though single readings can be large or run the other way.
SMILES,TrxR1 inh,TRHR ag,TrxR1 substrate,IDH1 R132H inh,TRHR PAM,D2 agonist,PI4K2A inh,D2 antag,USP1-UAF1 inh
CCCC(c1nnnn1C(C)(C)C)N1CCN(Cc2ccccc2)CC1 (stereo unspecified),19.0%[11.4 µM],1.0,6.6%,1.4%,5.0,1.1,4.2,1.5,-1.4%
CC[C@]12C(=O)N(C)C[C@H]([C@@H]3C(=O)N(C)C(=O)[C@@H]31)N2C(=O)c1ccccc1,25.1%[57.1 µM],·,9.8%[57.1 µM],-4.7%,·,·,0.9,·,20.2%
CS(=O)(=O)Nc1ccc2c3c(cccc13)CC2,-7.1%,-0.6,17.6%,7.9%,4.2,0.2,-0.9,14.2,-16.1%
CC(=O)Nc1ccc(Nc2ncnc3ccccc23)cc1,·,-0.2,·,·,-1.4,-0.1,·,6.8,·
O=C(CCC1CCCN(C(=O)c2ccc3c(c2)OCO3)C1)N1CCN(c2ccccn2)CC1 (stereo unspecified),-6.0%,-1.2,-2.0%,-1.9%,3.7,0.1,-3.4,-20.7,-1.9%
CS(=O)(=O)c1ccc(Cl)c(NC(=O)COC(=O)c2c(Cl)cccc2Cl)c1,13.1%,-1.9,5.3%[57.1 µM],21.6%,41.2*,-1.6,-0.4,-1.8,-24.1%
CC(C)CC(=O)/C=C/n1c(=S)oc2ccccc21,6.31µM*,0.1,-11.7%,5.7%,-1.4,0.5,-4.3,2.8,-14.0%
CCNC(=O)NC(=O)C(C)OC(=O)c1cccn1C (stereo unspecified),14.4%,-0.9,-5.2%,-4.2%,4.6,2.0,-1.5,3.1,-4.8%
CCOC(=O)C1CCN(C2=C(NS(=O)(=O)c3ccc(Cl)cc3)C(=O)c3ccccc3C2=O)CC1,3.6%,-0.4,-0.8%,-8.0%,-6.9,-0.5,-8.1,9.2,-20.1%
CC(C)(C)OC(=O)C[C@H]1C/C=C\C[C@@H](CC(=O)N[C@@H](CO)Cc2ccccc2)C(=O)NC[C@@H](c2ccccc2)OC1=O,23.7%[57.1 µM],·,9.6%[57.1 µM],-22.9%,·,·,-1.3,·,-22.3%
O=C(/C=C/c1ccco1)Oc1cccc2cccnc12,11.5%[57.1 µM],-0.7,7.0%[57.1 µM],4.4%,-4.2,-1.9,-4.0,-6.1,-13.8%
C=CCn1c(SCc2nc3cc(C(=O)OC)ccc3c(=O)[nH]2)nc2sc(CC)cc2c1=O,1.5%,-0.5,-7.9%,1.7%,2.4,-0.1,-2.1,-1.5,-10.8%

# Entries of single compounds from above.
# CC(=O)Nc1ccc(Nc2ncnc3ccccc23)cc1 as listed: TrxR1 inh: ·; TRHR ag: -0.2; TrxR1 substrate: ·; IDH1 R132H inh: ·; TRHR PAM: -1.4; D2 agonist: -0.1; PI4K2A inh: ·; D2 antag: 6.8; USP1-UAF1 inh: ·
# CC[C@]12C(=O)N(C)C[C@H]([C@@H]3C(=O)N(C)C(=O)[C@@H]31)N2C(=O)c1ccccc1 as listed: TrxR1 inh: 25.1%[57.1 µM]; TRHR ag: ·; TrxR1 substrate: 9.8%[57.1 µM]; IDH1 R132H inh: -4.7%; TRHR PAM: ·; D2 agonist: ·; PI4K2A inh: 0.9; D2 antag: ·; USP1-UAF1 inh: 20.2%
# CS(=O)(=O)Nc1ccc2c3c(cccc13)CC2 as listed: TrxR1 inh: -7.1%; TRHR ag: -0.6; TrxR1 substrate: 17.6%; IDH1 R132H inh: 7.9%; TRHR PAM: 4.2; D2 agonist: 0.2; PI4K2A inh: -0.9; D2 antag: 14.2; USP1-UAF1 inh: -16.1%

# Additional compounds:
SMILES,TrxR1 inh,TRHR ag,TrxR1 substrate,IDH1 R132H inh,TRHR PAM,D2 agonist,PI4K2A inh,D2 antag,USP1-UAF1 inh
Cc1ccc(C(=O)N/C(=C\c2ccco2)C(=O)NCCN2CCCCC2)cc1C,15.3%[57.1 µM],0.6,3.7%[57.1 µM],11.4%,1.7,0.2,2.8,19.6,-19.4%
CC(=O)c1cccc(NC(=O)CN2C(=O)c3cccnc3Oc3ccc(Cl)cc32)c1,2.3%,3.3,2.3%,0.0%,-3.4,-0.8,2.5,8.8,-9.1%
CCN(CC(=O)NCc1cccs1)C(=O)Cc1ccc(C)c(C)c1,12.9%,·,-2.1%,0.0%,·,·,2.9,·,-15.2%
COc1ccc(OC)c(C(=O)CSc2nnc(-c3cccs3)o2)c1,30.4%[activator],0.2,49.5%[activator],2.2%,-5.7,·,-3.8,·,5.7%
Cc1cc2nnc(SCC(=O)N(C)C3CCS(=O)(=O)C3)n2c2ccccc12 (stereo unspecified),-5.2%,0.1,4.0%,11.8%,4.2,1.3,4.4,-6.0,-9.6%
Cc1ccc(C(=O)c2cn(Cc3ccccc3C)c3nc(C)ccc3c2=O)cc1,11.6%,-0.1,-1.3%,?,0.8,0.0,-1.9,·,?
CCC1(CC)Cc2ccccc2C(Nc2c(C)n(C)n(-c3ccccc3)c2=O)=N1,7.9%[0.457 µM],-0.5,4.2%,0.4%,-2.6,-1.2,6.8,20.8,-17.3%
NC(=O)CN1C(=O)NC2(CCCc3ccccc32)C1=O (stereo unspecified),8.4%,4.1,-5.0%,-6.8%,-1.2,1.2,1.6,-4.4,-13.8%
O=C(c1ccccc1NS(=O)(=O)c1cccc2cccnc12)N1CCOCC1,-5.3%[57.1 µM],1.9,-4.4%[57.1 µM],-3.3%,-1.8,-0.4,-1.0,-5.4,-12.2%
Cc1nc2ccc(NC(=O)c3cccs3)cc2c(=O)n1Cc1ccc(Cl)cc1,21.8%,-0.7,12.6%,-0.6%,15.7,-0.2,-3.3,-21.2,9.2%
CN(C)CCn1nnnc1SCC1=C(C(=O)O)N2C(=O)[C@@H](NC(=O)Cc3csc(N)n3)[C@H]2SC1,?,0.3,-2.6%,9.9%,5.3,-0.3,?,17.1,-19.0%
Cc1c(-c2ccc(Br)cc2)nc2ccccn12,18.7%,-0.8,30.7%,11.6%,-3.2,0.3,-15.5,-2.6,-1.7%
Cc1ccccc1C(=O)OCCN(C)Cc1ccccc1,29.4%,-0.9,0.8%,16.5%,-2.1,-1.9,0.5,31.5*,-10.1%
O=C(c1ccc(Cl)c(S(=O)(=O)N2CCCCCC2)c1)N1CCCC1,11.5%,0.0,4.5%,-7.7%,-5.9,-0.3,2.6,-3.4,-6.4%
N#CC(C#N)=C1C=C2C=C(N3CCCCCC3)CCC2CC1 (stereo unspecified),-16.7%,204.6*,-17.1%,12.5%,-14.6,153.9*,0.9,82.9*,3.98µM*
O=C(Nc1nnc(-c2ccccc2F)s1)C1CCN(S(=O)(=O)c2ccc(Cl)cc2)CC1,9.0%,-0.3,-0.8%,3.4%,-2.8,1.3,1.1,1.7,0.5%
O=C1[C@H](Cc2ccccc2)NCCCC[C@@H](c2ccc(Cl)cc2)N1Cc1ccc(Cl)cc1,?,·,-7.8%&-4.2%,3.0%,·,·,1.7,·,4.2%
Cc1ccc2oc(=O)c3cnn(CC(=O)N4CCN(c5cccc(Cl)c5)CC4)c3c2c1,8.2%,0.7,1.6%,2.5%,2.3,0.6,1.2,·,-5.7%
CN(C)c1ccc(/C=N\NC(=O)c2ccc(Cn3cc(Cl)cn3)cc2)cc1,7.3%,-2.6,6.8%,4.9%,1.6,-1.3,4.0,3.3,-7.7%
COc1ccccc1C(=O)NCCCNC(=O)c1cccnc1,8.4%,1.7,4.0%,1.2%,11.9,-1.9,-4.8,-10.0,-21.1%
Cc1ccccc1NC(=O)C1C2CC/C=C\CCC21 (stereo unspecified),-18.6%,-0.5,-2.6%,2.0%,22.7,-0.2,-1.5,-14.7,-18.4%
CNC(=S)NNc1nncc2ccccc12,9.8%[57.1 µM],0.2,1.8%[57.1 µM],-4.4%,5.6,0.9,0.9,-0.3,-5.4%
Cc1cc(-c2ccc(C)c(S(=O)(=O)NCc3cccs3)c2)on1,5.4%[57.1 µM],-0.1,-4.1%[57.1 µM],3.5%,-1.0,0.2,3.1,·,-11.0%
CCOc1ccc(CC(=O)NNC(=S)NC2CCCCC2)cc1OCC,18.9%,0.3,7.2%,-0.4%,2.2,-0.2,-2.6,-17.8,2.2%

# No new results follow: an excerpt of the list.
SMILES,TrxR1 inh,TRHR ag,TrxR1 substrate,IDH1 R132H inh,TRHR PAM,D2 agonist,PI4K2A inh,D2 antag,USP1-UAF1 inh
Cc1nc2ccc(NC(=O)c3cccs3)cc2c(=O)n1Cc1ccc(Cl)cc1,21.8%,-0.7,12.6%,-0.6%,15.7,-0.2,-3.3,-21.2,9.2%
CN(C)CCn1nnnc1SCC1=C(C(=O)O)N2C(=O)[C@@H](NC(=O)Cc3csc(N)n3)[C@H]2SC1,?,0.3,-2.6%,9.9%,5.3,-0.3,?,17.1,-19.0%
Cc1c(-c2ccc(Br)cc2)nc2ccccn12,18.7%,-0.8,30.7%,11.6%,-3.2,0.3,-15.5,-2.6,-1.7%

# Additional structures follow:
SMILES,TrxR1 inh,TRHR ag,TrxR1 substrate,IDH1 R132H inh,TRHR PAM,D2 agonist,PI4K2A inh,D2 antag,USP1-UAF1 inh
CCCCOc1ccc(/C(O)=C2/C(=O)C(=O)N(CCCOC)C2c2ccncc2)cc1C (stereo unspecified),-15.9%,0.2,-4.2%,-6.2%,-2.3,0.5,1.0,-10.0,19.5%
COc1ccc(C(CC(=O)O)N2Cc3ccccc3C2=O)cc1 (stereo unspecified),33.5%,0.6,8.4%,0.2%,-1.3,0.4,2.1,10.9,-9.6%
COCCn1nnnc1C(c1cccs1)N1CCN(c2cccc(C(F)(F)F)c2)CC1 (stereo unspecified),-5.5%,-0.2,-7.8%,-0.3%,-3.1,-0.1,4.8,-2.0,-23.9%
O=C(c1ccccn1)N1N=C2/C(=C/c3ccccc3)CCCC2C1c1ccccc1 (stereo unspecified),3.1%,-0.2,0.5%,4.3%,1.0,29.2,-0.4,-4.1,?
Nc1ccc(Cc2ccccn2)cc1,12.1%[57.1 µM],1.6,-6.4%,6.3%,3.9,·,-3.5,·,0.1%
